Assay outcomes: PubChem BioAssay, Emory University Molecular Libraries Screening Center
14-3-3 PPI = modulators of human 14-3-3 gamma - Raf peptide interaction; inhibition, % at 40 µM; AID 422; FP, 14-3-3gamma / TMR-pS259-Raf peptide binding; P61981; 160,000 tested, 0.19% active; in the data active = inhibition above about 30%;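 note: 0% = protein plus tracer without compound and 100% = blank with tracer alone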
Target sequence (P61981 whole entry, looked up): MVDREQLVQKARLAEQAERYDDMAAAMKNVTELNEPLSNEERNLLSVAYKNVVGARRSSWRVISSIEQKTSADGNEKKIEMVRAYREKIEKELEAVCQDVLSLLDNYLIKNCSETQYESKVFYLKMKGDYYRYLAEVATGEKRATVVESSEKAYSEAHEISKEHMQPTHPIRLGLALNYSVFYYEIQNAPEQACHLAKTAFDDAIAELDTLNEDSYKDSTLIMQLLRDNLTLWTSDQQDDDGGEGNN
Active calls of the source: *; & = joins results of further samples. Not all compounds are listed (hit frequency here may not be typical).

SMILES	14-3-3 PPI
CC(C)COC(=O)c1ccc2c(c1)C1C=CCC1C(c1ccc(Cl)cc1)N2 (centres undefined)	-83
O=C(NC1CC1)c1cc(=O)[nH]c2ccc(Br)cc12	-5
C=CCOC(=O)C1=C(C)NC(SCC(=O)Nc2ccc(C)c(Cl)c2)=C(C#N)C1c1ccco1 (centres undefined)	9
Cc1cc(NC(=O)CCn2c(=O)sc3ccccc32)no1	-10
N#Cc1c2n(c3c(=O)n(Cc4ccc(Cl)cc4)cnc13)CCCC2	-2
COc1ccc(S(=O)(=O)N2CCC(C(=O)N3CCCCCC3)CC2)cc1	-8
CCN(CC)c1ccc(C2C3=C(CCCC3=O)Nc3[nH]c(=O)[nH]c(=O)c32)cc1 (centres undefined)	-5
NC(=O)c1ccc(NC(=O)c2ccc(C(=O)Nc3ccc(C(N)=O)cc3)cc2)cc1	-6
COc1ccc(-c2nnc(NC(=O)c3ccc(S(=O)(=O)N4CC(C)CC(C)C4)cc3)o2)cc1 (centres undefined)	-7
O=C(NCc1ccc2c(c1)OCO2)C1COc2ccccc2O1 (centres undefined)	-3
Cc1ccc(C2/C(=C(\O)c3ccccc3)C(=O)C(=O)N2c2ccc(F)cc2)cc1 (centres undefined)	-6
Cc1ccc2[nH]c3c(c2c1)CN(C(=O)CN1CCSCC1)CC3	-8
CCOC(=O)N1CCC(NC(=O)CSCc2nc(-c3sccc3C)oc2C)CC1	-3
CCOC(=O)c1[nH]c(C)c(/C(O)=C2\C(=O)C(=O)N(CCN(C)C)C2c2ccco2)c1C (centres undefined)	-5
O=C(NCCOC(=O)C1COc2ccccc2O1)C1COc2ccccc2O1 (centres undefined)	3
Cc1ccc(OCCCCc2c(C)n[nH]c2C)c(C(C)(C)C)c1	-4
FC(F)(F)c1ccc2nnc(-c3ccc(Cl)cc3)n2c1	-7
O=C(CSc1nc(-c2cccs2)cc(C(F)(F)F)n1)Nc1ccc2c(c1)OCO2	-25
COC(=O)c1c(NC(=O)COc2ccc(OC)cc2)sc2c1CCC2	-19
Cc1nn(-c2nc3ccccc3s2)c(N)c1-c1ccccc1	6
COCCNC(=O)C(c1ccc(F)cc1)N(Cc1ccco1)C(=O)CCC(=O)Nc1nccs1 (centres undefined)	2
COC(=O)c1ccccc1NC(=O)CCCn1nc([N+](=O)[O-])c(Br)c1C	-2
COC(=O)C12CC3CC(CC(O)(C3)C1)C2	10
Cc1cc(OCC(O)CNC(C)(C)C)ccc1Cl (centres undefined)	-1
O=C(COc1cccc(-n2cnnn2)c1)N1CCOCC1	-4
O=C(Cn1c(=O)oc2ccccc21)NCc1ccco1	1&-1
C=CCn1c(SCC(=O)Nc2ccc(OC)c(Cl)c2)nnc1-c1cccnc1	-29
COc1cc(NC(=O)CS(=O)(=O)c2ccccc2)cc(OC)c1OC	-3
CCOc1ccccc1NC(=O)C1=C(C)NC(=O)NC1c1ccccc1F (centres undefined)	-9
N#Cc1c(-c2cccs2)cc(-c2cccnc2)nc1N	6
Cc1cc(C)cc(-n2nnnc2SCC(=O)Nc2cccc(NC(=O)c3ccco3)c2)c1	-5
Cc1c(C(=O)N(C)C2CCCCC2)sc2ncn(CC(=O)N3CCCCC3)c(=O)c12	-19
NC(=O)CC(NC(=O)OCc1ccccc1)C(=O)O (centres undefined)	-11
COc1ccc(C2C(C(=O)Nc3cccc(OC)c3)CC(=O)N2c2ccc(OC)cc2)cc1 (centres undefined)	4
O=C(OCC#CCSc1nc2ccccc2o1)c1ccco1	8
Nc1c(C(=O)c2cc3ccccc3o2)oc2ccc(Br)cc12	6
COc1ccc(C(=O)Nc2nc(C34CC5CC(CC(C5)C3)C4)c(C)s2)cc1	2
COc1ccc(C2CC(=O)Nc3cc4c(cc32)OCCO4)cc1OC (centres undefined)	1
CSC1=N/C(=C\C=C\c2cccs2)C(=O)S1	-27
COc1ccc(C2C(=O)N(C3CCCCC3)CC(=O)N2Cc2ccco2)cc1OC (centres undefined)	-2
Cc1ccc(-n2ncc(C#N)c2/N=C/N2CCOCC2)cc1	2
CCC(=O)N1c2ccc(S(=O)(=O)CCC(=O)Nc3ccc(OC)cc3)cc2CC1C (centres undefined)	-5
CC(C)Cc1ccc(S(=O)(=O)Nc2ccccc2F)cc1	-2
CC(C)CCSc1cc(NCCO)c([N+](=O)[O-])c2nonc12	-6
CCOc1cccc(C2CC(c3ccc(OC)cc3)=NC(c3ccccc3Cl)N2)c1O (centres undefined)	-1
CCCNc1ncccc1C(N)=O	1
COc1cccc(C2Oc3ccc(Cl)cc3C3CC(c4ccco4)=NN32)c1 (centres undefined)	-227
CC1(C)CC(=O)C(C=NCC2CCCO2)=C(O)C1 (centres undefined)	-3
O=C(COc1ccccc1Br)c1ccc(O)cc1O	0
COc1cc(C2Nc3ccccc3NC3=C2C(=O)CC(c2cccs2)C3)cc(Br)c1OC (centres undefined)	-7
COCc1cc(C)nc(SCC(=O)NCc2ccco2)c1C#N	-2&-1
COc1ccccc1C(=O)NC(C)C(c1cccs1)N1CCOCC1 (centres undefined)	0
O=C(O)c1ccccc1C(=O)NCc1ccc(F)cc1	-2
C=C1CC2C=C(NC(C)=O)CC(C1)C2 (centres undefined)	6
COC(=O)C(Br)C12CC3CC(CC(O)(C3)C1)C2 (centres undefined)	8
Cc1c(C(=O)NCc2ccccc2Cl)oc2ccc(S(=O)(=O)N3CCCCCC3)cc12	-2
COc1ccc(Cn2c(SCC(=O)N3CCCc4ccccc43)nc3cc4c(cc3c2=O)OCO4)cc1	-2
CCSc1nc(-c2ccc(Cl)cc2)cc(C(F)(F)F)c1C#N	-2
CC1CCN(S(=O)(=O)c2ccc3c(c2)N(CC(=O)NC2CCCC(C)C2C)C(=O)CS3)CC1 (centres undefined)	-3
Cc1nc(C)c(C(=O)C2=C(O)C(=O)N(CCCn3ccnc3)C2c2ccccc2)s1 (centres undefined)	2

Continued:
SMILES	14-3-3 PPI
CN1CCN(C(=O)CCC(=O)O)CC1	1
CCOC(=O)C1=C(N)N(c2ccc(OC)cc2)C2=C(C(=O)CC(C)(C)C2)C1c1ccc(F)cc1 (centres undefined)	3
Cc1cccc(N2CCN(C(=O)c3ccc(S(=O)(=O)c4ccccc4Cl)c([N+](=O)[O-])c3)CC2)c1C	8
COc1nc(NCCN2CCOCC2)nc(Nc2ccccc2)n1	-4
CCCN(Cc1cc2ccc(C)cc2[nH]c1=O)C(=O)c1ccccn1	-18
Cc1nc(N2CCC(C)CC2)c2c(C)c(C(=O)NC3CCCC(C)C3C)sc2n1 (centres undefined)	-2
CC1=C(C(=O)Nc2ccc(Br)cn2)C(c2ccc(Cl)cc2)C2=C(CC(C)(C)CC2=O)N1 (centres undefined)	1
Nc1nonc1-c1noc(-c2ccccc2Br)n1	-1
CC(=O)Oc1ccc2oc(C)c(C(=O)N3CCOCC3)c2c1	-7
COc1ccc(C(c2nnnn2C2CCCC2)N2CCN(C3CCCC3)CC2)cc1OC (centres undefined)	1
Cc1c(C(c2ccco2)c2c(C)n(C)n(-c3ccccc3)c2=O)c(=O)n(-c2ccccc2)n1C	5
O=S(=O)(N=S(=O)(C=Cc1ccccc1)c1ccccc1)c1ccccc1 (centres undefined)	-8
CC(=O)C1=C(O)C(=O)N(CC(C)O)C1c1ccc(O)cc1 (centres undefined)	-8
COc1ccc2nc(NC3=NCCC3)sc2c1	-5
Cc1ccc(NC(=O)CSc2nc3c(c(=O)[nH]2)CCC3)cc1C	-4
Cn1c(=O)c2c(SCc3ccc(Br)cc3)nc(-c3ccc(F)cc3)nc2n(C)c1=O	-4
CCCn1c(SCC(=O)Nc2cccc(C)n2)nnc1-c1ccco1	2
CC(=O)Oc1ccc2cc(-c3nc4ccccc4n3C)c(=O)oc2c1	0
COC(=O)c1nc2n(n1)C(c1ccc(C)cc1)C1=C(N2)c2ccccc2OC1c1ccc(C)cc1 (centres undefined)	-2
Cc1c(Cl)cccc1-c1ccc(C(=O)O)o1	-8
Fc1ccc(C2CC(c3ccccc3F)n3ncnc3N2)cc1 (centres undefined)	-2
Cc1nc2ccc3nc(NC(=O)c4ccc(S(=O)(=O)N5CCCC(C)C5)cc4)sc3c2s1 (centres undefined)	-39
Cc1ccc(S(=O)(=O)c2nc(Cc3ccccc3)oc2N2CCCCC2)cc1	1
CCOC(=O)CC1=Nc2ccccc2NC(=O)C1	-6
CC(=O)N1N=C2CCCCC2C1C(C)C (centres undefined)	-6
COc1cc(NS(=O)(=O)c2ccc(NC(=O)c3ccc(S(=O)(=O)N4CCCCCC4)cc3)cc2)ncn1	-8
Brc1cccc(CN2CCN(C3CCN(Cc4ccccc4)CC3)CC2)c1	2
CC(C)Cc1nc(N2CCOCC2)c(C#N)c2c1COC(C)(C)C2	-7
Oc1ccccc1C(=S)N1CCCCCC1	-8
CC(C)NC(=O)C1CCN(S(=O)(=O)N2CCCCC2)CC1	-7

Grouped by structure: the entries above containing a nitro group on carbon (three)
SMILES	14-3-3 PPI
COC(=O)c1ccccc1NC(=O)CCCn1nc([N+](=O)[O-])c(Br)c1C	-2
CC(C)CCSc1cc(NCCO)c([N+](=O)[O-])c2nonc12	-6
Cc1cccc(N2CCN(C(=O)c3ccc(S(=O)(=O)c4ccccc4Cl)c([N+](=O)[O-])c3)CC2)c1C	8

Fetched one by one from above (6):
SMILES	14-3-3 PPI
CC(C)Cc1nc(N2CCOCC2)c(C#N)c2c1COC(C)(C)C2	-7
CCOC(=O)CC1=Nc2ccccc2NC(=O)C1	-6
CCCn1c(SCC(=O)Nc2cccc(C)n2)nnc1-c1ccco1	2
Cc1c(C(c2ccco2)c2c(C)n(C)n(-c3ccccc3)c2=O)c(=O)n(-c2ccccc2)n1C	5
Oc1ccccc1C(=S)N1CCCCCC1	-8
O=S(=O)(N=S(=O)(C=Cc1ccccc1)c1ccccc1)c1ccccc1 (centres undefined)	-8

Further compounds follow.
SMILES	14-3-3 PPI
O=C(CN1CCN(c2ccccc2F)CC1)Nc1ccccc1F	2
CCCCN(C)CCC(=O)Nc1ccc(OC)cc1OC	-5
Cc1ccc(-c2cc(C(=O)NCCCN3CCOCC3)c3ccccc3n2)c(C)c1	-1
O=S(=O)(c1cccc(-c2nnc(-c3ccccc3)o2)c1)N1CCCC1	-10
O=C(c1ccccc1)c1nc[nH]c1C(=O)Nc1ccccn1	-2
CCOc1ccc(-c2c(C#N)c(N)nc3sc(C(=O)c4ccc(OC)cc4)c(N)c23)cc1	-21
[N-]=[N+]=CC(=O)CCCN1C(=O)c2ccccc2C1=O	-4
CC1CCCN(S(=O)(=O)c2ccc3[nH]c(=O)cc(C(=O)NCC4CCCO4)c3c2)C1 (centres undefined)	-2
O=C(CSc1nnc(-c2ccccc2F)o1)OCc1ccccc1	-5
CC1=CN2C(=O)NC(C(F)(F)F)(C(F)(F)F)N=C2S1	-2
Cc1ccc(Nc2cccccc2=O)cc1	0
O=C(CSc1nc2ccc([N+](=O)[O-])cc2[nH]1)Nc1ccc(O)c(C(=O)O)c1	-3
O=C(Nc1cccc2cccc(NC(=O)c3ccco3)c12)c1ccco1	-41
CN1C(=O)c2ccccc2C(C(=O)N2CCN(c3ccccn3)CC2)C1c1c[nH]c2ccccc12 (centres undefined)	1
COC(=O)c1ccc(NC(=O)CSc2nc(C)cc(=O)[nH]2)cc1	5
O=C(O)CN1C(=O)C2C3C=CC(C3)C2C1=O (centres undefined)	-2
CCCN1C(=O)C(O)(C2CC(=O)CC(C)(C)O2)c2ccccc21 (centres undefined)	1
O=C(CNCC1CCCO1)N1CCCc2ccccc21 (centres undefined)	-8
O=C(Nc1ccccc1-c1nnn(CC(=O)N2CCN(c3ccccc3)CC2)n1)c1cccs1	3
Cc1nn(C(=O)c2cccc([N+](=O)[O-])c2)c(C)c1Cl	-1
O=C(Nc1ccc(Cl)cc1)C1(S(=O)(=O)c2ccc(Cl)cc2)CC1	-2
COc1ccc(CNC(=O)C2CC(c3cccc(OC)c3)=NO2)cc1 (centres undefined)	0
CC(C)c1ccc(Nc2ncnc3c2cnn3-c2ccc(Cl)cc2)cc1	4
CCOC(=O)c1cccc(NC(=O)CSc2nc3cccnc3n2C)c1	-15
CCCOc1ccc(C2C(C(=O)OC(C)C)=C(C)N=C3SCCC(=O)N32)cc1OCC (centres undefined)	-8
CCOc1ccc(NC(=O)c2c(O)c3cccc4c3n(c2=O)CCC4)cc1	-9
COc1ccc(OC)c2c1CC(C)(C)NC2=O	2
Cc1c(C(=O)OCC2CCCCC2)[nH]c2c1C(=O)CC(c1ccccc1)C2 (centres undefined)	0
COc1ccc(C2C(C(=O)Nc3cc(C)ccc3OC)c3ccccc3C(=O)N2C)cc1 (centres undefined)	18
O=C1CCc2cc(S(=O)(=O)Nc3ccc(Cl)c(C(F)(F)F)c3)ccc2N1	-59
COc1ccc(Oc2coc3cc(OC(=O)CCc4ccccc4)ccc3c2=O)cc1	-4
Cc1ccc(NC(=O)C(c2ccccc2)c2ccccc2)cc1[N+](=O)[O-]	5
O=C1c2ccccc2C(=O)N1CCSc1nnc(-c2ccncc2)n1-c1ccccc1	-4
CCn1cc(C2=NOC(C(=O)Nc3ccccc3C(=O)OC)C2)c(C)n1 (centres undefined)	-1

Three compounds from above, arranged by length of the SMILES, ascending.
SMILES	14-3-3 PPI
Cc1ccc(NC(=O)C(c2ccccc2)c2ccccc2)cc1[N+](=O)[O-]	5
O=C1c2ccccc2C(=O)N1CCSc1nnc(-c2ccncc2)n1-c1ccccc1	-4
COc1ccc(C2C(C(=O)Nc3cc(C)ccc3OC)c3ccccc3C(=O)N2C)cc1 (centres undefined)	18
